Compound activity: PubChem, National Center for Advancing Translational Sciences (NCATS)
Nrf2 activator: Nrf2 pathway activation; AREc32 ARE-luciferase reporter (MCF7-derived line), luminescence, 24 h; Potency, µM (doses to about 46.1 µM), inactives show top-dose activation, hits mostly activators; 0.31% of 410,000 active; AID 624171; further: potency means the concentration at half of the fitted maximal effect; % of control where 0% means no effect; nearly all actives have a fitted effect of over 65% in size
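Nrf2 activation is followed as ARE-luciferase induction in the AREc32 line after one day of compound treatment; luminescence is read with Steady-Glo.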
Nrf2 block: Nrf2 pathway inhibition. A549 ARE-Fluc reporter, luciferase luminescence, 18-24 h. Potency, µM (top dose mostly 46 µM), without a hit: at the top dose activity change, negative = inhibition, usual class: inhibitors. 2.1% of 360,000 active; further: potency means the concentration at half of the fitted maximal effect; on the % scale 0 is the no-effect control and ±100 the full control effect; nearly all actives have a fitted effect of over 60% in size
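Concentration-response testing used A549 ARE_Fluc cells at 5000 cells/well. Following an 18-24 h compound incubation, viability was read by fluorescence (Ex 405/Em 525) and luciferase output by luminescence.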
MmCpn inh: blocks the Methanococcus maripaludis chaperonin Mm-Cpn; purified Mm-Cpn ATPase, ADP Transcreener TR-FRET; Potency, µM (highest dose often 76.9 µM), without a hit: top-dose activity, negative = inhibition, hits mostly inhibitors; 0.031% of 330,000 active; AID 504842; further: potency means the concentration at half of the fitted maximal effect; on the % scale 0 is the no-effect control and ±100 the full control effect; nearly all actives have a fitted effect of over 80% in size
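Inhibition of chaperonin ATP hydrolysis is measured as reduced ADP production, detected by competitive TR-FRET in which signal falls with ADP. Final enzyme 25 nM and ATP 10 uM, reacted 30 min at 37°C.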
Abeta yeast res: compounds reversing amyloid beta toxicity in yeast; yeast expressing A-beta42, growth rescue, OD600, 48 h; response scale: 0% DMSO, 100% iron-clioquinol control; Potency, µM (series often up to 46.1 µM), for inactives: top-dose growth rescue, hits mostly activators; 0.063% of 410,000 active; AID 1347071; further: potency means the concentration at half of the fitted maximal effect; nearly all actives have a fitted effect of over 55% in size
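Yeast A-beta toxicity model in growth medium with pinned compounds, 48 h at 30 C; growth read as absorbance at 600 nm. Normalized to FeCl3/clioquinol equimolar mix (positive) and DMSO (negative).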
A549 tox: counter-screen for Nrf2 inhibitors: cytotoxicity in A549 cells. A549 ARE-Fluc cells, CellTiter-Fluor viability, 18-24 h. 0.16% of 390,000 active. Potency, µM (highest dose often 46 µM), without a hit: top-dose activity change, negative = cytotoxicity, actives largely listed as inhibitors; further: potency means the concentration at half of the fitted maximal effect; on the % scale 0 is the no-effect control and ±100 the full control effect
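A549 ARE-Fluc cells in 5% FBS OPTI-MEM, 5000 cells/well, rested 2 h then exposed to compounds in concentration-response for 18-24 h at 37 °C. Viability by CellTiter-Fluor fluorescence (Ex 405/Em 525) after 30 min; luciferase luminescence (BugLite, 15 min, RT) read afterwards.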
HepG2 viability: counter-screen for TGF-b inhibitors: cytotoxicity in HepG2 cells | 0.76% of 410,000 active | Potency, µM (top dose mostly 46.1 µM), without a hit: top-dose activity change, negative = cytotoxicity, most hits filed as cytotoxic | HepG2 CAGA-GFP viability, ATP luminescence, 18 h; further: potency means the concentration at half of the fitted maximal effect; some results filed as inactive show a strong effect at the top dose
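HepG2 CAGA-GFP cells (1000/well, DMEM with 1% FBS) received compound, then TGF-beta at 500 pg/mL final, and were incubated 18 hours at 37 degrees C. Viability was read by CellTiter-Glo luminescence. Media-only wells were set as complete cell-killing and DMSO as no toxicity.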
TGFb SMAD3 inh: TGF-b pathway inhibition | HepG2 CAGA-GFP TGF-b/SMAD3 reporter, GFP fluorescence, 18 h; TGF-beta stimulated, 500 pg/mL final | Potency, µM (top dose mostly 46.1 µM), without a hit: at the highest dose activity, negative = inhibition, actives largely listed as inhibitors | 1.2% of 410,000 active | AID 588855; further: potency means the concentration at half of the fitted maximal effect; on the % scale 0 is the no-effect control and ±100 the full control effect; nearly all actives have a fitted effect of over 65% in size
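Using HEPG2 CAGA-GFP reporter cells at 1000 cells/well, we pinned test compounds, stimulated with recombinant TGF-beta (500 pg/mL final) and measured total well GFP after 18 h.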
CCT chaperon mod: modulators of cytosolic chaperonin (CCT/TRiC) activity. purified chaperonin ATPase assay, HTRF ADP detection, 30 min. activity change, % (no concentration beside the values), hits read low. 0.3% of 360,000 active; in the data active means activity change below about -30%; further: on the % scale 0 is the no-effect control and ±100 the full control effect
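Enzyme 40 or 20 nM (batch-dependent) in Tris pH 7.4/KCl/MgCl2/DTT; cpd 76 uM single point; ATP 10 uM; 30 min 37 °C; Transcreener ADP HTRF detection, 30 min RT; ratio 665/615.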
Akt phos inh: inhibitors of Akt phosphorylation; Neuro2A IGF-stimulated pAkt S473 HTRF, 20 min; active compounds read low; activity change, % for hits at 50 µM; 0.32% of 360,000 active; AID 651550; in the data active means activity change below about -80%; inconclusive means mostly about -51% to -80%; further: on the % scale 0 is the no-effect control and ±100 the full control effect
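Neuro2A cells in DMEM with 0.5% FBS, overnight at 37 deg C, given compound at single 50 µM final, then IGF (6 nM final) for 20 min at 37 deg C. Lysed; phospho-Akt Ser473 by HTRF after 24 h, 665/615 ratio.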
The depositor's hits bear a star; i = inactive; ? = inconclusive; · = no result given; [ ] = dose if it differs, or a comment. Unless noted, the call rests on the fitted dose curve; in most records, active means well fitted curve in the direction sought with a large enough effect; inconclusive means small, poorly fitted or top-dose-only effect, or another doubt; inactive means no such curve, though single readings can be large; an effect the other way counts as inactive or inconclusive.

The line under a structure holds: Nrf2 block | Akt phos inh | Abeta yeast res | HepG2 viability | Nrf2 activator | MmCpn inh | TGFb SMAD3 inh | A549 tox | CCT chaperon mod
- CC(C)c1ccc(NC2CCCN(C(=O)CC3CCCC3)C2)cc1 (centres undefined)
    -28% | · | 2% | -31% | 7.4% | 0% | ? | -4% | 1.8
- Cc1cc(Cl)ccc1C(=O)C1CCCN(C(=O)c2n[nH]c3c2CCCC3)C1 (centres undefined)
    -10% | i | -7% | -16% | 0.7%[9.22 µM] | 1% | 1% | -2% | -0.8
- CN(C(=O)c1ccccc1F)C(c1ccccc1)c1ccccc1
    2% | i | -33% | -3% | 2.8% | 2% | 0% | 2% | 0.6
- C=CCOc1cccc(/C=C/c2nc3ccccc3c(=O)[nH]2)c1
    24% | i | 7% | -28% | 5.8% | -1% | ? | -3% | 1.3
- Cc1cccc(C)c1Cn1c(C)c(C(=O)NCc2ccccc2C(F)(F)F)sc1=O
    · | i | -1% | -4% | 0.9% | · | -14% | · | 1.0
- CCCOP(=O)(OCCC)C(Nc1ccc(C(=O)O)cc1)c1ccccc1 (centres undefined)
    -12% | i | -1% | 0% | -1.0% | 0% | 3% | -1% | 2.0
- COc1ccc(CC(=O)OCC(=O)Nc2ccc(OC(F)F)cc2)cc1OC
    14% | i | 7% | 2% | -0.4% | 0% | -2% | -3% | -2.7
- CCC(=O)Nc1ccc(-c2csc(NNC(C)=O)n2)cc1
    -1% | i | -11% | -16% | 2.1% | -1% | 1% | ? | 0.7
- O=C(CN1CCc2ccccc2C1)Nc1ccccc1C(F)(F)F
    3% | i | 16% | 1% | 0.3% | 1% | -10% | 1% | -0.6
- Cc1ccc(N2CC(C(=O)Nc3cccc(F)c3)CC2=O)cc1 (centres undefined)
    -7% | i | -6% | -2% | 0.3% | -3% | -5% | 2% | 0.1
- O=C(Nc1ccccc1Oc1ccccc1)c1cc([N+](=O)[O-])ccc1Cl
    1% | i | -36%[inhibitor] | 10% | ? | 0% | 1% | 1% | -2.0
- N#C/C(C(N)=O)=C1/SC(Cc2ccc(F)cc2)C(=O)N1c1ccccc1 (centres undefined)
    17% | i | 6% | -11% | 6.7% | 0% | 15% | 24% | -0.7
- COc1cccc(-c2ccc3c(c2)O[C@@H](CN(C)C(=O)C2CCOCC2)[C@H](C)CN([C@H](C)CO)S3(=O)=O)c1
    · | i | -5% | -12% | 0.5% | · | 24% | · | 1.5
- O=C1CCCC/C=C\C[C@H](CC(=O)N(CCO)Cc2ccccc2)C(=O)N[C@@H](Cc2ccccc2)CO1
    14% | i | 0% | -10% | -0.3% | 2% | 5% | -3% | 0.7
- Cc1cccc(NC(=S)NC(=O)c2ccco2)n1
    ? | i | 9% | 9% | ? | -2% | 7% | 1% | -0.4
- NC(=O)c1ccc(NC(=O)c2ccc(COc3ccccc3Br)cc2)cc1
    18% | i | 6% | -4% | 0.2% | -2% | 0% | -10% | 1.9
- Cc1cc(C(=O)NNC(=O)c2ccc(C(F)(F)F)cc2)no1
    1% | i | -4% | -12% | 1.9% | 1% | -5% | 2% | -3.4
- COC(=O)COc1ccc(S(=O)(=O)NCCC2=CCCCC2)cc1Cl
    4% | i | 9% | -40% | 0.1% | 0% | -11% | -3% | -9.5
- O=C(COC(=O)c1cccnc1Cl)NCc1ccc(F)cc1
    -8% | i | -17% | 0% | 0.4% | 1% | -5% | 1% | -0.9
- FC(F)(F)c1cnc(NNC(=S)Nc2ccccc2Cl)c(Cl)c1
    ? | i | 23% | -49% | 4.9% | -2% | 7.1µM* | ? | -2.6
- COc1ccc(S(=O)(=O)NCCc2sc(-c3ccccc3)nc2C)cc1F
    · | · | -10% | -20% | 2.0% | · | 2% | 0% | ·
- CC1Cc2cc(/C(O)=C3/C(=O)C(=O)N(CCCn4ccnc4)C3c3ccc(F)cc3)ccc2O1 (centres undefined)
    21% | i | -9% | 7% | 0.3% | -5% | 4% | -1% | -0.5
- COc1cccc(NC(=O)Cc2nnc(SCC(=O)c3ccccc3)n2C)c1
    · | i | 12% | 14% | 0.5% | -3% | -27% | -2% | -16
- COc1ccc(NC(=S)NCCc2c[nH]c3ccccc23)cc1
    4% | i | ? | -10% | 0.3% | 1% | -4% | 8% | 0.1
- CC(=O)Nc1cc(C(=O)O)ccc1S(=O)(=O)c1ccc(Cl)cc1
    1% | i | 1% | -1% | -0.1% | 1% | ? | -7% | -0.7
- CC(=O)c1cccc(S(=O)(=O)NCCc2csc3nc(-c4ccc(F)cc4)nn23)c1
    · | · | 6% | -16% | 4.4% | · | -38% | -23% | ·
- O=C(CSC1CCCCC1)Nc1ccccc1Br
    5% | i | 9% | 6% | 2.7% | -1% | 16% | ? | -1.1
- CCC(c1nnnn1-c1ccc2c(c1)OCCO2)N1CCN(C(C)=O)CC1 (centres undefined)
    · | i | 2% | · | 0.5% | · | · | · | 1.5
- Cc1cccc(C(=O)N2CCc3cc(CNC(=O)c4ccco4)ccc32)c1
    · | · | 15% | -31% | -0.4% | · | ? | 1% | ·
- CN1CCN(S(=O)(=O)c2ccc3[nH]cc(C(=O)O)c(=O)c3c2)CC1
    -8% | i | 3% | 0% | 0.2% | 0% | -14% | 3% | -0.3
- COc1ccc(-n2ncc3c2CC(C)(C)CC3NC(=O)CCc2c(C)noc2C)cc1 (centres undefined)
    4% | i | -6% | -15% | 3.7% | 2% | -5% | -3% | -3.0
- CCOC(=O)c1c(NC(=O)c2ccccc2Cl)sc2c1CCCC2
    · | · | -4% | -35% | 0.2% | · | 107%[activator] | 15% | ·
- CC(=O)Cn1c(CN2CCN(C(=O)c3ccco3)CC2)nc2c1c(=O)n(C)c(=O)n2C
    8% | i | 4% | 3% | -0.8% | -1% | 6% | 0% | -2.2
- Cc1nc2nc(SCC(=O)NCCc3ccc(Cl)cc3)nn2c(C)c1Cc1ccccc1
    -1%[9.27 µM] | · | -5% | -30% | 3.2% | · | -22% | 13% | ·
- C#CCOc1c(Br)cc(C2C(C(=O)OC)=C(C)NC3=C2C(=O)c2ccccc23)cc1OCC (centres undefined)
    ? | · | -1% | 0% | 3.5% | · | -20% | ? | ·
- CCOc1ccc(S(=O)(=O)Nc2ccc(C(=O)N3CCCC3)cc2)cc1C(N)=O
    11% | i | -6% | 7% | 0.2% | 3% | 20% | -4% | -4.5
- CCc1ccc(OCC(=O)N2CCN(c3ccccc3F)CC2)cc1
    6% | i | -2% | -68% | -0.4% | -2% | -22% | 9% | -0.5
- COc1ccc(-c2n[nH]c(=S)n2-c2ccc3c(c2)OCCO3)cc1
    -21% | i | -9% | 10% | 0.2% | -2% | -13% | 0% | 0.9
- CN(C)/C=C(\C#N)C(=O)Nc1ccc(F)c(Cl)c1
    23% | i | 1% | 75% | 6.6% | -6% | 21% | 0% | -1.1
- O=C(COC(=O)C12CC3CC(CC(C3)C1)C2)NC12CC3CC(CC(C3)C1)C2
    -2% | i | -8% | -2% | -0.9% | 1% | -1% | -2% | -0.2
- O=C(CCCC1=NS(=O)(=O)c2ccccc2N1)NCCc1ccc(Cl)cc1
    -7% | i | 5% | 4% | 0.2% | 2% | -1% | -7% | -2.0
- COc1ccc(Cl)cc1NS(=O)(=O)c1cccc(C(=O)NCC(c2ccco2)N2CCCC2)c1 (centres undefined)
    1% | i | 1% | -29% | 3.7% | 0% | 21% | 2% | 0.4
- CN1CCN(S(=O)(=O)c2cccc(C(=O)Nc3ccccc3N3CCCCC3)c2)CC1
    -12% | i | -10% | -64% | -0.6% | 3% | 0% | -1% | -2.2
- CC(=O)N1CCN(C(c2ccccc2)c2nnnn2C(C)(C)C)CC1 (centres undefined)
    · | i | -2% | · | -0.6% | · | · | · | -1.5
- COc1ccc2cc(CN(Cc3ccco3)C(=S)NCC3CCCO3)c(=O)[nH]c2c1 (centres undefined)
    -19% | i | 8% | 4% | 0.6% | 0% | 4% | -5% | 0.9
- Cc1cccc(Sc2c(C=O)c3ccccc3n2C)c1
    ? | i | 13% | 3% | 0.6% | -20% | 1% | -12% | -4.0
- COc1ccc(C(=O)OCC(=O)N(C)C2CCS(=O)(=O)C2)cc1S(=O)(=O)N(C)Cc1ccccc1 (centres undefined)
    -8% | i | -8% | -26% | 0.2% | 1% | 4% | -1% | -3.4
- COc1cccc(CN(CC2CCCO2)S(=O)(=O)c2ccc(-n3cnnn3)c(OC)c2)c1 (centres undefined)
    -13% | i | -15% | 0% | 0.8% | 0% | -18% | -6% | -0.2
- O=C(Nc1ccccc1C(=O)O)/C(=C/c1ccc([N+](=O)[O-])cc1)NC(=O)c1ccc(Br)o1
    8% | i | -11% | 14% | -0.2% | -1% | 19% | -12% | 0.6
- O=C(c1ccc(F)cc1)C1CCN(C(=O)NC2CCCCC2)CC1
    ? | i | -9% | -24% | -0.9% | -4% | 1% | 8% | -0.7
- CCOCCCNC(=S)N(Cc1ccco1)Cc1cc2cc3c(cc2[nH]c1=O)OCCO3
    -15% | i | 4% | -14% | 2.2% | -3% | 0% | 0% | -3.0
- Cc1c(OCC(=O)NCCCn2ccnc2)ccc2c3c(c(=O)oc12)CCC3
    ? | i | -7% | 6% | -1.0% | 3% | 0% | 10% | 1.5

Given tab-delimited: part of the list above.
mol	Nrf2 block	Akt phos inh	Abeta yeast res	HepG2 viability	Nrf2 activator	MmCpn inh	TGFb SMAD3 inh	A549 tox	CCT chaperon mod
CCc1ccc(OCC(=O)N2CCN(c3ccccc3F)CC2)cc1	6%	i	-2%	-68%	-0.4%	-2%	-22%	9%	-0.5
COc1ccc(-c2n[nH]c(=S)n2-c2ccc3c(c2)OCCO3)cc1	-21%	i	-9%	10%	0.2%	-2%	-13%	0%	0.9
CN(C)/C=C(\C#N)C(=O)Nc1ccc(F)c(Cl)c1	23%	i	1%	75%	6.6%	-6%	21%	0%	-1.1
